# TCR act – activators of T cell receptors; 330,000 tested, under 10 active; primary human leukocytes, anti-CD3, IL-2 HTRF, 48 h; Potency, µM (series often up to 9.22 µM), without a hit: at the top dose activation of IL-2 secretion, actives largely listed as activators; also: % of control where 0% means no effect
#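 Primary human leukocytes incubated 48 hr with anti-CD3 beads plus compound, without co-stimulation. Secreted IL-2 measured by HTRF (europium cryptate/d2 anti-IL-2 pair, 320 nm excitation, 665 nm emission).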
# A-T KAP1 phos – candidate therapy for ataxia-telangiectasia; actives 0.19% (n = 320,000); […] A-T fibroblasts, KAP-1 phosphorylation AlphaLISA; neocarzinostatin DNA damage 30 min before lysis; Potency, µM (top dose mostly 57.5 µM), for the others: at the top dose activation, usual class: activators; AID 485349; also: potency is read from the fitted curve at half-maximal effect; % of control where 0% means no effect; nearly all actives have a fitted effect of over 45% in size
#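 hTERT-immortalized A-T patient fibroblasts ([…]), 500 cells/well in OPTI-MEM, 1% FBS, got compounds for 60 min, then NCS for 30 min at 37C. Lysates were then assayed for phospho-KAP-1 by AlphaLISA (anti-pKAP1 donor, anti-KAP1 acceptor beads), 6 hr at 25C.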
# ELG1 repair inh – ELG1-dependent DNA repair inhibition; Potency, µM (highest dose often 46.1 µM), inactives show at the top dose activity change, negative = inhibition, hits mostly inhibitors; AID 504467; actives 2.3% (n = 330,000); HEK293T ELG1-luciferase reporter, luminescence, 16 h; DNA damage induced by 5-fluorouridine; also: potency is read from the fitted curve at half-maximal effect; % is scaled to controls: 0 for no effect and ±100 for the full control effect; nearly all actives have a fitted effect of over 55% in size
#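 HEK293T cells expressing luciferase-tagged ELG1 (2,000/well) received 5-Fluorouridine plus compound or DMSO for 16 hr at 37 °C. Luciferase was read by ONE-Glo luminescence after 30 min at room temperature.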
# USP2a block – blocks human ubiquitin-specific protease USP2a. O75604. USP2 core, Ub-CHOP2 coupled fluorogenic reporter, 485/531. Potency, µM (highest dose often 38.3 µM), for the others: at the highest dose activity change, negative = inhibition, hits mostly inhibitors. actives 0.01% (n = 330,000);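 also: potency is read from the fitted curve at half-maximal effect; plate controls were DMSO wells for no effect and full inhibition by NEM control for full effect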
#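 Deubiquitinase activity read as fluorescence (485/531 nm) after Ub-CHOP2 cleavage activates the enterokinase reporter on its substrate; USP2 core 10nM, Ub-CHOP2 and substrate 25nM each, 30min compound preincubation then 60min RT; data normalized to NEM, curves fitted.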
# TRPV1 ag – agonists of human vanilloid receptor 1 (TRPV1); Q8NER1; TRPV1-expressing cells, Fluo-8 calcium influx, agonist mode; activation, % at 8.33 µM; actives 0.19% (n = 320,000); AID 540275; in the data active = activation above about 80%; inconclusive = between about 30% and that limit; also: 0% is about no effect
#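 TRPV1-expressing cells were cultured overnight at 35.5C and loaded with Fluo-8 calcium dye for 40 to 90 min at room temperature. After a 10 s baseline, compound was added and calcium influx was read kinetically for 3 min (ex 480/em 520 nm).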
# Eya2 inh – inhibitors of human Eya2 phosphatase activity. recombinant Eya2, OMFP fluorescence dephosphorylation (OMFP is methylfluorescein phosphate). Potency, µM (highest dose often 76.9 µM), for inactives: top-dose activity, negative = inhibition, usual class: inhibitors. actives 0.006% (n = 330,000); also: potency is read from the fitted curve at half-maximal effect; % is scaled to controls: 0 for no effect and ±100 for the full control effect
# Target sequence (O00167 whole entry, looked up): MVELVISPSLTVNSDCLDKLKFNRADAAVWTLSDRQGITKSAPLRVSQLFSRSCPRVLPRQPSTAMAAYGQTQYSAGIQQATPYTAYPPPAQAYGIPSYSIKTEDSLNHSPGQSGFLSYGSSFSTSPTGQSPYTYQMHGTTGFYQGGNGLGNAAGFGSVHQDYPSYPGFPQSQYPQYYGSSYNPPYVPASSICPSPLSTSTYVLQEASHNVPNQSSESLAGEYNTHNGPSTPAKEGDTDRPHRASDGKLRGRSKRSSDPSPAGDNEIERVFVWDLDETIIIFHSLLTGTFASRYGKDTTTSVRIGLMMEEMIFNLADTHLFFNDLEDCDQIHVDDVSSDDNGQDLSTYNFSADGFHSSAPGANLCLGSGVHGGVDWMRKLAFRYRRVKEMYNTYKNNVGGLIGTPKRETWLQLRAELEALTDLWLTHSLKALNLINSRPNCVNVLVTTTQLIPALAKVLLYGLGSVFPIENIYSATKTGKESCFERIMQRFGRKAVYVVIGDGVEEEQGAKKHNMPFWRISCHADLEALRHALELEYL
#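 Eya2 (0.2 uM) preincubated 10 min at ambient with compound, then OMFP substrate added at 50 uM; 10 min reaction in 50 mM HEPES pH 7.5, 50 mM NaCl, 5 uM MgCl2, 0.05% BSA, 1 mM DTT. Fluorescence read at Ex 485/Em 525 nm.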
# hERG WT inh – inhibitors of human wildtype KCNH2 potassium channel. actives 0.37% (n = 340,000). activity change, % at 1.84 µM. U2OS, BacMam KCNH2, thallium flux FluxOr; active compounds read low;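 active = maximum activity change below -70%; inconclusive = maximum activity change between -70% and -50%; inactive = maximum activity change above -50%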; also: % is scaled to controls: 0 for no effect and ±100 for the full control effect
#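 U2OS cells were transduced with wild-type KCNH2 virus (2.03 x 10^8 / mL) for 4 h at room temperature, then cultured overnight at 37 C. Thallium flux was read with FluxOr dye. Rate constants were normalized to DMSO controls.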
# TSHR antag – blocks TSH signaling through the human TSH receptor | P16473 | TSHR-expressing cells, TSH-stimulated cAMP HTRF, 2 h; active compounds read low | activity change, negative = inhibition, % at 11.5 µM | actives 0.2% (n = 330,000) | AID 504810;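 active = activity change below a set negative limit, meaning inhibition stronger than a set level, cut at about -70% in these data; inconclusive = activity change between two set negative limits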; also: % is scaled to controls: 0 for no effect and ±100 for the full control effect
#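 Cell-based HTRF cAMP assay; TSHR cells + compound, TSH EC80 (4nM final), 2 h, 37 deg C. Lysis with anti-cAMP cryptate and cAMP-d2, 30 min RT, read 665/620 nm.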
# KCNH2 3.1 inh – inhibitors of human KCNH2 3.1 potassium channel isoform; U2OS KCNH2 3.1, thallium flux FluxOr; active compounds read low; activity change, % (tested at about 1.8 µM); actives 0.95% (n = 340,000);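 active = maximum activity change below -70%; inconclusive = maximum activity change from -70% to -50%; inactive = maximum activity change above -50%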;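 also: thallium influx rate constant from kinetic fluorescence after stimulation buffer; % is scaled to controls: 0 for no effect and ±100 for the full control effect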
#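 Thallium flux via FluxOr fluorescence (Red40 quencher, 45 min loading) in U2OS cells virally expressing the KCNH2 3.1 isoform (1.77 x 10^8 /mL virus, overnight at 37 C). Rate constants from 2-min kinetic reads post-stimulation, normalised to positive and negative controls.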
# Mito fusion act – mitochondrial division inhibition or fusion activation; S. cerevisiae fusion-defective mutant growth rescue, CellTiterGlo 48 h; actives 0.23% (n = 320,000); Potency, µM (series often up to 46.1 µM), inactives show top-dose growth rescue (activation), hits mostly activators; AID 485298;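 also: potency is read from the fitted curve at half-maximal effect; % of control where 0% means no effect; nearly all actives have a fitted effect of over 45% in size; temperature-sensitive fusion mutants such as fzo1-1 at 37 °C on non-fermentable ethanol glycerol medium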
#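 Read-out: ATP-based luminescence (CellTiterGlo, 10 min ambient) reporting growth of fusion-defective ts yeast after 48 hours at 37C on glycerol/ethanol YPEG medium in the presence of compound.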
# The depositor's hits bear a star; ? = inconclusive; · = not tested or not shown; [ ] = dose if it differs, or a comment. Unless noted, calls follow the shape of the dose curve; as a rule, active = well fitted curve in the direction sought with a large enough effect; inconclusive = small, poorly fitted or top-dose-only effect, or another doubt; inactive = no such curve, though single readings can be large; an effect the other way counts as inactive or inconclusive. A portion of the library (hit frequency here may not be typical).
SMILES	TCR act	A-T KAP1 phos	ELG1 repair inh	USP2a block	TRPV1 ag	Eya2 inh	hERG WT inh	TSHR antag	KCNH2 3.1 inh	Mito fusion act
CCN(CC)C(=S)Nc1ccc(Cl)c(Cl)c1	1%[46.1 µM]	-1%	-12%	4%	14	-17%	-3	-1	2	11%
CCOc1ccc(C(CC(=O)O)NC(=O)C23CC4CC(CC(C4)C2)C3)cc1 (configuration not stated)	-2%[46.1 µM]	-7%	?	1%	0	3%	-6	8	2	-7%
CCCC1O[C@@H]2CC3C4CCC5=CC(=O)C=C[C@]5(C)C4C(OC(C)=O)C[C@]3(C)[C@]2(C(=O)COC(C)=O)O1 (some centres not stated)	-2%[46.1 µM]	-1%	-22%	-1%	8	-16%	-11	-6	15	-16%
CCc1c(C)nc2ncnn2c1N1CCC(C(=O)N2CCN(c3ccccc3)CC2)CC1	·	0%	-11%	0%	-3	-6%	·	-4	·	-3%
O=S1(=O)[C@H]2C[C@@H]3C=C[C@@]2(CN1Cc1cccc(F)c1)O3	1%	-3%	8%	2%	-3	-1%	-5	-14	2	2%
CCCN1CNC(=S)N(c2cccc(C)c2)C1	4%	1%	-16%	1%	-2	4%	-2	-1	12	5%
Cc1nccn1CCCNC(=O)CC1C(=O)NCCN1Cc1ccc(Cl)c(F)c1 (configuration not stated)	-1%	6%[11.5 µM]	17%	4%	1	0%	-6	-3	5	3%
CC1CCC2(CC1)NC(=O)N(NC(=O)c1cccs1)C2=O (configuration not stated)	0%	3%	3%	3%	0	-12%	-2	-7	13	-1%
Cc1ccc(N=C(NO)c2nonc2N)c(C)c1	3%[46.1 µM]	2%	16%	1%	-4	-15%	-8	0	-7	-8%
O=C(Cn1c(=O)c2cccn2c2ccccc21)NCCc1ccccc1	-2%	23%	?	2%	-4	-12%	-8	2	0	0%
O=C(Cc1ccccc1)Nc1ccc(NC(=O)c2ccccc2)nc1	-5%	-3%	?	-2%	-1	2%	6	15	2	11%
O=C(Oc1ccccc1C(=O)N1CCOCC1)c1ccccc1	5%	-6%	13%	1%	2	-11%	16	3	-1	6%
CCOc1ccc(CN2CCNC(=O)C2CC(=O)O)cc1 (configuration not stated)	-4%	4%	2%	0%	1	-4%	2	-9	5	6%
CC(C)Oc1ccc(CCc2n[nH]c(=S)n2Cc2ccccc2)cc1	0%	10%	-5%	0%	11	-8%	-11	-4	3	4%
CC(=O)NN1C(=O)c2ccccc2NC1c1ccccc1F (configuration not stated)	-3%	6%	7%	1%	-6	-7%	-5	-3	10	8%
O=C(Nc1cccc(F)c1)C1CCN(C(=O)Cc2ccccc2)CC1	8%	-2%	0%	1%	19	22%	-9	-1	-1	3%
COc1ccc(OC)c(CCNC(=O)C(=O)Nc2ccc3nc4n(c(=O)c3c2)CCCCC4)c1	0%	23%	?	-1%	2	13%	1	-23	-3	3%
CCN(CC)S(=O)(=O)c1ccc(C(=O)OCCN2C(=O)c3cccc4c(N5CCOCC5)ccc(c34)C2=O)cc1	-1%[46.1 µM]	-4%	?	4%	3	-1%	-3	6	-12	-6%
COc1ccc([N+](=O)[O-])cc1-n1cnnn1	0%	3%	0%	1%	2	6%	-17	-5	-8	2%
Cc1noc(C)c1S(=O)(=O)N1CCC(C(=O)Nc2ccc(Br)cc2)CC1	2%	6%	13%	2%	13	2%	2	8	-13	-3%
CCC(C)(C)C1CCC(=NNS(=O)(=O)c2ccc(C)c([N+](=O)[O-])c2)CC1 (configuration not stated)	1%[46.1 µM]	12%	11%	6%	5	-3%	-3	0	-9	-4%
CCOC(=O)N/N=C(\c1ccccc1)C(O)c1ccccc1 (configuration not stated)	-3%	3%	13%	0%	5	3%	-12	3	-5	-2%
COc1ccc(S(=O)(=O)Oc2c(OC)cc(C(=S)N3CCOCC3)cc2OC)cc1	-2%	-3%	-14%	0%	-1	1%	-9	-2	29	2%
CCN(c1cccc(C)c1)S(=O)(=O)c1ccc(-c2ccc(=O)[nH]n2)o1	12%	12%	?	-2%	2	7%	1	32	8	11%
COC(=O)c1ccccc1OC(=O)c1cc[n+]([O-])cc1	8%	-2%	7%	0%	0	-3%	3	21	19	-1%

# Brought forward from above: 2 compounds, then new ones.
SMILES	TCR act	A-T KAP1 phos	ELG1 repair inh	USP2a block	TRPV1 ag	Eya2 inh	hERG WT inh	TSHR antag	KCNH2 3.1 inh	Mito fusion act
CCN(c1cccc(C)c1)S(=O)(=O)c1ccc(-c2ccc(=O)[nH]n2)o1	12%	12%	?	-2%	2	7%	1	32	8	11%
COC(=O)c1ccccc1OC(=O)c1cc[n+]([O-])cc1	8%	-2%	7%	0%	0	-3%	3	21	19	-1%
O=C(NCCNCc1ccccn1)c1ccco1	-2%	5%	4%	-1%	2	0%	-1	-11	19	-3%
O=C(CSc1nc2sc3c(c2c(=O)[nH]1)CCC3)NCCO	7%	1%	-8%	3%	3	8%	-3	-8	-12	-1%
CN(CC(=O)N1CCN(Cc2ccccc2)CC1)S(=O)(=O)c1cccc2nsnc12	-2%	0%	?	4%	0	?	-16	-4	13	6%
O=[N+]([O-])c1ccc(Cl)c(S(=O)(=O)Nc2ccc(S(=O)(=O)N3CCOCC3)cc2)c1	1%	1%	-3%	0%	-4	2%	4	-20	6	-1%
CS(=O)(=O)N1CCN(CC(=O)NC2CCCC2)CC1	-2%	-29%	14%	1%	-2	-1%	-5	-4	30	1%
CCCCOCCCNC(=O)c1c(-c2ccccc2)noc1C	-5%	2%	0%	3%	1	2%	-3	-8	12	1%
O=C(NCc1cccc(Cl)c1)c1ccc(CS(=O)Cc2ccccc2Cl)o1 (configuration not stated)	0%	-3%	?	-2%	-2	-5%	-1	1	-4	2%
COc1ccc(-c2cc(C(F)(F)F)n3nc(C(=O)NCCN4CCOCC4)cc3n2)cc1	-22%	-1%	-1%	7%	7	-5%	-17	-2	1	12%
CN1C(=O)C(CC(=O)Nc2ccccc2F)N(NC(=O)c2ccc(Br)cc2)C1=S (configuration not stated)	0%	-5%	0%	4%	-2	-15%	-4	3	-6	-11%
N/C(CC(=O)Nc1ccc(F)cc1F)=N\OC(=O)c1cccs1	-2%	3%	-1%	2%	0	8%	1	3	9	1%
O=C(Cc1ccc(Cl)cc1)OCC(=O)N1CCCCCC1	-9%	3%	2%	0%	·	-14%	-1	2	-5	·
O=C(NCCN1CCOCC1)c1ccc2c(c1)N(Cc1ccc(Cl)cc1)CCS2	-6%	-2%	-28%	-12%	?	-17%	-2	13	-14	-4%
CCCCOc1ccc(C(=O)NCC(=O)N2CCN(C(=O)c3ccco3)CC2)cc1	-1%	6%	?	-1%	-2	15%	18	0	1	8%
COc1ccccc1N1CCN(C(=O)C(C)N(c2ccccc2)S(C)(=O)=O)CC1 (configuration not stated)	-6%	-5%	10%	3%	0	9%	-4	7	0	-1%
CCOc1cccc(OCCn2cnc3ccccc3c2=O)c1	0%[46.1 µM]	-2%	?	-1%	7	-8%	-9	-8	-1	0%
O=C(OCC(=O)c1c[nH]c2ccccc12)c1cccc([N+](=O)[O-])c1	5%	-6%	?	2%	4	-12%	8	-11	-32	8%
CCC1CCCCN1C(=S)NC1CCCCC1 (configuration not stated)	2%[46.1 µM]	-5%	8%	0%	6	-12%	5	1	9	-6%
Cc1nc(N/C(N)=N/S(=O)(=O)c2ccc([N+](=O)[O-])cc2)nc2ccccc12	7%[46.1 µM]	-1%	-17%	3%	0	-19%	6	-5	0	0%
Cc1cc(NC(=O)Nc2ccccc2[N+](=O)[O-])no1	-7%	2%	?	-1%	3	-26%	4	-7	1	-2%
O=C(CNC(=O)C1CCCCC1)NNC(=O)c1ccccc1Br	-4%	4%	15%	0%	-5	3%	-6	7	8	1%
CN(C)c1nc(N)nc(N(c2ccccc2)c2ccccc2)n1	4%[46.1 µM]	7%	2%	0%	12	-3%	2	4	13	1%
CC(C)CCC(C)NC(=O)Cc1ccc(S(=O)(=O)N2CCOCC2)s1 (configuration not stated)	6%	3%	-9%	0%	5	5%	0	-8	30	-4%
COc1cc2c(cc1OC)CN(Cc1ccc(C)cc1)CC2	·	0%	-13%	1%	5	3%	7	2	1	0%
CCCCS(=O)(=O)/C=C/[C@H]1[C@H](S(=O)(=O)CCCC)[C@H]2C=C[C@@H]1C2	2%[46.1 µM]	3%	2%	2%	-5	4%	-7	-3	-24	-2%

# Screening data from PubChem.
